High-throughput results as filed in PubChem BioAssay.
Pf apPOL block – Pf-apPOL inhibitors, biochemical, fluorescence. Plasmodium falciparum apicoplast DNA polymerase (apPOL). Recombinant Pf-apPOL, molecular beacon fluorescence, 1.5 h. inhibition, % at 10 µM. 210,000 compounds, 0.25% hits
mHTT-CaM PPI inh – mutant huntingtin-calmodulin interaction inhibitors – biochemical, AlphaScreen, primary screen; P42858; AlphaScreen His-mHTT/GST-CaM binding, luminescence; inhibition, % at 15 µM; 190,000 compounds, 3.6% hits; AID 1671202, 2021;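 further: 0% = both proteins with DMSO and 100% = one protein alone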
* hit, by the source's call; i = inactive; · = not tested or not shown; & = joins results of further samples. No stated cut-off is given here; in the data, active means inhibition above about 50%; inactive means the rest. Rows are unselected; about 3.6% have a hit in one of these screens.

Below each SMILES: Pf apPOL block	mHTT-CaM PPI inh
> FC(F)(F)c1nc2ccccc2nc1-c1ccccc1
→ -13	-22
> C=C1C2CC2C2(C)Cc3occ(C)c3C(O)C12 (stereo not drawn)
→ -7	·
> CN1C(=O)C2(C(C#N)=C(N)Oc3[nH]c(=O)[nH]c(=O)c32)c2ccccc21 (stereo not drawn)
→ -3	-8
> CC(C)(C)[C@@H]1CCC(=O)N(CC[C@H](N=[N+]=[N-])c2ccccc2)CC1
→ -2	0
> CS(=O)(=O)N1CCN(CCNC(=O)c2cc(Cl)cc(Cl)c2)CC1
→ 0	-21
> O=C(Cc1ccc(F)cc1)Nc1cccc(F)c1
→ 49	-11
> O=C1CC(c2ccc3c(c2)OCO3)CC2=C1C(c1cccnc1)Nc1ccccc1N2 (stereo not drawn)
→ -2	-2
> O=C(NCCc1csc(C2CCCN(C(=O)c3cccnc3)C2)n1)C1CC1 (stereo not drawn)
→ 2	-2
> CCc1cccc(N2C(=O)CCC2(C)C(=O)NC2CCCC2)c1 (stereo not drawn)
→ -4	-7
> COc1ccc(S(=O)(=O)N(CC(=O)Nc2ccccc2Br)c2ccccc2)cc1
→ -1	-6
> O=C(COc1ccccc1)Nc1ccc2c(c1)OCC1CCCN21 (stereo not drawn)
→ 5	·
> Cc1ccc(C2=N/C(=C\c3cccs3)C(=O)O2)cc1C
→ -31	1
> CCN(CC)S(=O)(=O)c1ccc(C(=O)NCc2cc(-c3ccc(F)cc3F)on2)cc1
→ -4	-6
> COc1ccc(C=C2Oc3c(ccc(O)c3CN3CCN(C)CC3)C2=O)cc1
→ -12	12
> COc1ncccc1CNC(=O)c1ccc(C#N)cc1
→ 0	-9
> Cc1ccsc1C(=O)N1CCC(c2nc(C(=O)N3CCOCC3)c(C)o2)CC1
→ -2	6
> O=C(NCCc1ccccc1)c1ccc2c(c1)NC(=O)C(N1CCCCC1)S2 (stereo not drawn)
→ -8	-1
> O=C(Oc1cc(Cl)cc(Cl)c1)C12CC3CC(CC(C3)C1)C2
→ 1	·
> COc1ccc(C(=O)N(C)CC23CCCC2N(C)C(=O)CC3)cc1F (stereo not drawn)
→ -2	-4
> CC(C)(C)C1=NN(c2nc3ccc(Cl)cc3s2)C(=O)C1
→ -12	·

Entries above containing a thiophene ring, fused or not:
Below each SMILES: Pf apPOL block	mHTT-CaM PPI inh
> Cc1ccc(C2=N/C(=C\c3cccs3)C(=O)O2)cc1C
→ -31	1
> Cc1ccsc1C(=O)N1CCC(c2nc(C(=O)N3CCOCC3)c(C)o2)CC1
→ -2	6

(more compounds)
Below each SMILES: Pf apPOL block	mHTT-CaM PPI inh
> COCCc1noc(COC2CCN(C(=O)c3cnccn3)CC2)n1
→ -6	-9
> CC1CCN(S(=O)(=O)N2CCCC(C(=O)NCCc3ccc(Cl)cc3)C2)CC1 (stereo not drawn)
→ -69	-1
> CCOc1ccc(C2CC(c3ccccc3C)n3nc(N)nc3N2)cc1 (stereo not drawn)
→ 0	14
> COc1ccccc1N1CCN(C2=NS(=O)(=O)c3ccccc32)CC1
→ -20	0
> COc1ccc(N2C(=O)C3C(c4ccc(F)cc4)OC4(C(=O)c5ccccc5C4=O)C3C2=O)cc1 (stereo not drawn)
→ -1	-5
> COc1ccc(NCc2ccc(C)cc2C)cc1OC
→ 1	83*
> COc1cccc(C2=CC(c3ccc(SC)cc3)n3ncnc3N2)c1 (stereo not drawn)
→ -3	-23
> COc1ccc(-c2ncc3c(n2)CCN(C(=O)Nc2ccc(F)c(Cl)c2)C3)cc1
→ -1	-11
> CC(=O)NCc1csc(C2CCN(C(=O)c3ccccc3Cl)CC2)n1
→ -1	-9
> COc1ccc(Br)cc1/C=C1/N=C(c2ccccc2Br)OC1=O
→ -7	3
> CCc1ccc(S(=O)(=O)NCCOc2cc(N3CCCCC3)ncn2)s1
→ -2	-7
> O=C(c1ccc(Br)o1)N(Cc1ccccn1)Cc1ccco1
→ -7	-10
> CSc1ccccc1C(=O)Nc1ccc(S(=O)(=O)N2CCOCC2)cc1
→ -4	6
> Cc1cccc(N2CC(C(=O)NCc3cccc(C(F)(F)F)c3)CC2=O)c1 (stereo not drawn)
→ 1	-9
> COc1ccc(/C(C#N)=C/c2ccc(-c3ccc([N+](=O)[O-])cc3)o2)cc1OC
→ 3	-2
> CCOc1ccc(C(=O)Nc2cccnc2)cc1Cl
→ -8	3
> CCCCN1CCN(C(=O)C2(c3ccc(NS(C)(=O)=O)cc3)CCCCC2)CC1
→ 3	3
> OC(C=Nc1ccccc1)=CC=CNc1ccccc1
→ 2	38
> CCOc1ccc(S(=O)(=O)NCCN2CCOC(c3ccccc3)C2)cc1F (stereo not drawn)
→ -4	2
> OCc1cc2c(cc1Cl)OCO2
→ ·	0
> CCN(CC)C1CC(=O)N(c2cccc(Cl)c2)C1=O (stereo not drawn)
→ -2	0
> O=C(COc1ccc(Cl)cc1)NCc1cccnc1
→ -4	-5
> Cn1cc(S(=O)(=O)CC(=O)N2CCCc3ccccc32)c2ccccc21
→ -3	4
> CN1C(=O)c2cccc(NCCCCN3C(=O)c4ccccc4C3=O)c2C1=O
→ -2	3
> O=C(NCc1cc(F)cc(F)c1)c1ccnc(N2CCNC(c3ccccc3)C2)c1 (stereo not drawn)
→ -2	14
> CCc1c(C2CCN(C(=O)c3ccnn3C)CC2)noc1N
→ -4	-3
> CC(C)(C)C1CCC(C(=O)Oc2ccc(OC(=O)C3CCC(C(C)(C)C)CC3)cc2)CC1 (stereo not drawn)
→ 3	2
> COc1ccccc1OCC(=O)O/N=C(\N)c1ccccn1
→ 0	i
> Cc1cc(=O)oc2cc(OCC(=O)Nc3ccc4c(c3)OCO4)ccc12
→ -2	8
> C=CCSc1nnc2c3ccccc3n(CC=C)c2n1
→ 0&-5	-4&-10
> CC(C)(C)c1cc(Cl)ccc1OCCOCCN1CCOCC1
→ -2	25
> O=C(c1cccc(Cl)c1)N1CCC(CCOc2cccnc2)CC1
→ -5	4
> O=C(Nc1c2c(nn1-c1ccc([N+](=O)[O-])cc1)CS(=O)(=O)C2)c1cccc([N+](=O)[O-])c1
→ 1	5
> Cc1nc2ccc(CCC(=O)Nc3cccc(C)c3C)cc2[nH]1
→ -1	-1
> O=C(CC1CCN(S(=O)(=O)c2cccs2)CC1)NC1CCCCC1
→ 4	2
> Cc1ccc(OCC(=O)N2CCN(c3nc(CN4CCCCC4)cs3)CC2)cc1
→ 1	38
> CCN(CC)C(=O)c1cc2cn(C3CC3)cc2s1
→ 1	27
> Cc1cccc(C)c1NC(=O)Cn1c([N+](=O)[O-])cnc1C
→ -18	3
> Cc1cc(O)c2c(c1)OC(=Cc1ccc(Cl)cc1)C2=O
→ -6	16
> CC1(C)CC=C(c2ccccc2)c2cc(/C=C/c3ccc(C(=O)O)cc3)ccc21
→ -9	·

As entered above.
O=C(Nc1c2c(nn1-c1ccc([N+](=O)[O-])cc1)CS(=O)(=O)C2)c1cccc([N+](=O)[O-])c1 | Pf apPOL block: 1
Cc1cccc(C)c1NC(=O)Cn1c([N+](=O)[O-])cnc1C | Pf apPOL block: -18

Entries of single compounds, quoted from the list:
O=C(Nc1c2c(nn1-c1ccc([N+](=O)[O-])cc1)CS(=O)(=O)C2)c1cccc([N+](=O)[O-])c1 reads Pf apPOL block: 1; mHTT-CaM PPI inh: 5
O=C(c1cccc(Cl)c1)N1CCC(CCOc2cccnc2)CC1 reads Pf apPOL block: -5; mHTT-CaM PPI inh: 4
Cc1ccc(OCC(=O)N2CCN(c3nc(CN4CCCCC4)cs3)CC2)cc1 reads Pf apPOL block: 1; mHTT-CaM PPI inh: 38

Carrying on.
Below each SMILES: Pf apPOL block	mHTT-CaM PPI inh
> Cc1noc(C2CN(C(=O)c3ccc(=O)n(C)n3)C2)n1
→ -5	-15
> O=C(Cc1ccc(Br)cc1)N1CCOCC1
→ -4	-1
> CCc1cccc(C)c1NC(=O)c1cc(S(=O)(=O)NC2CCCC2)ccc1F
→ 29	-1
> O=c1[nH]n(-c2ccc(Cl)cc2)c(=O)c(Cl)c1Cl
→ 1	14
> CCc1ccc(NC(=O)N2CCC(c3cc(=O)n4nccc4n3C)CC2)cc1
→ -1	-2
> Cc1ccc2c(CN3CC(C)CC(C)C3)cc(=O)oc2c1C (stereo not drawn)
→ -9	-12
> O=C1c2ccc([N+](=O)[O-])cc2C(=O)N1c1cccc(-c2nc3ccccc3c(=O)o2)c1
→ 0	3
> COc1ccc(-n2nnnc2C(Cl)(Cl)c2nnnn2-c2ccc(OC)cc2)cc1
→ -4	1
> CC(O)c1nc2ccc(-c3ccc4nc(C(C)O)[nH]c4c3)cc2[nH]1 (stereo not drawn)
→ -3	25
> Cc1onc(-c2ccccc2)c1C(=O)NC(C)C
→ -6	-1
> O=C(O)C1CN(Cc2ccccc2)CCO1 (stereo not drawn)
→ 7	·
> Cc1ccc(CNC(=O)C2CCCC2)cc1
→ 1	-1
> O=C(Cc1ccc(F)cc1)N1CCC(COc2ccccc2C(=O)N2CCCC2)CC1
→ -2	9
> COc1ccc(NC(=O)N2CCN(C(C)c3ccccc3)CC2)c(C)c1 (stereo not drawn)
→ -4	1
> CCC(=O)N1c2ccccc2NC2=C(C(=O)CC(C)(C)C2)C1c1cccs1 (stereo not drawn)
→ 0	7
> CCOc1cc(/C=C2/NC(=O)NC2=O)c(Br)cc1OC
→ -5	0
> Cc1cc(C2C(C#N)=C(N)N(c3cccc([N+](=O)[O-])c3)C3=C2C(=O)CC(C)(C)C3)c(C)s1 (stereo not drawn)
→ -4	46
> COc1ccc(CNc2nccs2)cc1
→ 0	6
> NC(=O)C(=O)Nc1cccc(Cl)c1Cl
→ -3	3
> O=C(CCCn1c(SCc2ccccc2F)nc2ccccc2c1=O)NCc1ccco1
→ -9	2
> Cc1ccc([N+](=O)[O-])cc1NC(=O)c1c(-c2ccccc2)noc1C
→ 5	1
> COc1nc(-c2cccs2)cc(-c2cccc([N+](=O)[O-])c2)c1C#N
→ 4	30
> COc1ccc(CCNC(=O)CSc2nc(N)c3c4c(sc3n2)CCC4)cc1OC
→ 1	-1
> CN1C(=O)C(Cc2cnc[nH]2)NC1=S (stereo not drawn)
→ ·	2
> O=C(CC1CCCCC1)N1CCc2nc(-c3ccc(Cl)cc3)ncc2C1
→ -1	4
> Nc1nc(CSc2nc3ccccc3[nH]2)cs1
→ 0	1
> CCC(=O)NCc1nc2c(n1C)CN(C(=O)c1ccccc1F)CC2
→ -3	3
> COc1ccccc1NC(=O)Nc1nnc(CSc2ccccc2)s1
→ 2	2
> CCc1nnc(N2C(=O)C3C4C=CC(C4)C3C2=O)s1 (stereo not drawn)
→ -1	0
> CC(C)(C)c1cc(CSCCSCc2cc(C(C)(C)C)c(O)c(C(C)(C)C)c2)cc(C(C)(C)C)c1O
→ ·	-1
> Cc1nn2c(CNC(=O)CCc3ccccc3)c(C)nc2s1
→ 2	-7
> COc1ccc(-n2cnc3scc(-c4ccccc4)c3c2=O)cc1
→ -1	1
> Cn1nccc1C(=O)N1CC2CN(S(=O)(=O)c3cccc(F)c3)CC(C1)O2
→ -4	-5
> Cc1ccc(-c2cncc(C(=O)Nc3cccc(Cl)c3)c2)cc1
→ 0	-10
> O=C(CSc1nnc(NC(=O)c2cccc3ccccc23)s1)NCCc1ccccc1
→ -6	-8
> Cc1nc(N2CCOCC2)nc(N2CCN(C)CC2)c1[N+](=O)[O-]
→ -1	0
> CCOc1cccc(CN2CCc3nc(N4CCN(CC)CC4)ncc3C2)c1
→ -1	20
> O=C1C(=O)N(CN2CCN(c3ccccc3Cl)CC2)c2ccccc21
→ -3	4
> O=C(C1CC1)N1CCCC1c1nc2cc(-c3ccccc3F)ccc2o1 (stereo not drawn)
→ -8	24
> Cc1oc2ccc(O)cc2c1[N+](=O)[O-]
→ 2	-9
> COc1ccc(C(=O)NC(C)Cc2ccccc2)cc1[N+](=O)[O-] (stereo not drawn)
→ -3	0
> CC(=O)Nc1ccc(C2(C(=O)NCc3ccccc3F)CCCCC2)cc1
→ 6	-2
> Cc1ccc(-c2cncc(C(=O)NCCN(C)C)c2)cc1
→ -1	-10
> Cn1c(COc2ccc(Cl)cc2)nc2ccccc2c1=O
→ -7	62*
> CCOc1ccc(-n2cc(-c3ccc(Br)cc3)[nH]c2=O)cc1
→ -4	39
> O=C(C1CC1)N1CCc2cc(Br)cc(S(=O)(=O)NCc3cccs3)c21
→ 1	8
> O=C(Oc1ccc2c(=O)c(-c3ccc(Br)cc3)coc2c1)c1ccco1
→ -10	0
> COc1cc(C2NC(=O)NC(C)=C2C(=O)Nc2ccc(F)c(F)c2)ccc1O (stereo not drawn)
→ -2	0
> COc1ccc(CCC(=O)Nc2cccn3ncnc23)cc1
→ -2	-2
> CCSc1sc(CC)c(C(=O)O)c1C=O
→ -19	-3&-7

The results go on:
Below each SMILES: Pf apPOL block	mHTT-CaM PPI inh
> Cc1ccc(NS(=O)(=O)c2ccc([N+](=O)[O-])cc2)nc1
→ 0	-14
> CN(C)c1nnc(-c2nnc(C3CC3)o2)c2ccccc12
→ -4	8
> COc1ccc(-c2cc3ccc(OC(=O)C(C)C)cc3oc2=O)cc1
→ -5	-11
> C[C@H]1[C@@H](OC(=O)Nc2cc(Cl)ccc2Cl)CC[C@@]23CCCN2C(=O)CCC[C@@H]13
→ -5	-14
> O=C(C1CC1)N1CCc2cc(Br)cc(S(=O)(=O)Nc3ccccc3F)c21
→ -1	8
> O=C(NCc1ccco1)c1cc(-c2ccc(Br)s2)nc2ccccc12
→ -4	35
> O=C(Nc1cccc(Cl)c1)c1ccc(Cl)c(Cl)c1
→ -1	-32
> CC(=O)Nc1ccc(NC(=O)C2CC(=O)NC(=N)S2)cc1 (stereo not drawn)
→ -1	-2
> Cc1ccc(Cn2c(-c3nc(C)no3)cccc2=O)cc1
→ 5	-45
